LYP inhibition – PTPN22 lymphoid phosphatase activity blockers – biochemical, fluorescence intensity, uHTS (AID 1779). 290,000 compounds, 0.054% hits. one-dose inhibition, % at 11.5 µM; IC50 in µM for titrated hits. recombinant LYP phosphatase, fluorescence intensity; higher % means a stronger effect;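 further: plate controls were vehicle with enzyme for no effect and no enzyme for full effect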
XIAP antagonists – XIAP antagonists, biochemical, IAP family, fluorescence polarization (AID 1018); XIAP BIR domain, fluorescence polarization peptide displacement; higher % means a stronger effect; displacement, % at 20 µM, or IC50 in µM where a hit was titrated; 200,000 compounds, 0.007% hits; in the data active means displacement above about 50%; further: a part of the inactive calls stands beside numbers as strong as those of hits
SIAH1 antagonists – Siah-1 peptide-binding antagonists, primary screen, biochemical, fluorescence polarization, rhodamine-plectin, uHTS (AID 1817) | 290,000 compounds, 0.02% hits | displacement, % at 20 µM, or IC50 in µM where a hit was titrated | Siah-1 / rhodamine-plectin peptide fluorescence polarization; higher % means a stronger effect;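 active means displacement of at least 50% at 20 µM, with a fluorescence ratio check between 0.3 and a set limit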;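 further: plate controls were Siah plus tracer with DMSO for no effect and tracer alone without Siah for full effect; strong numbers were not always called active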
AID2073 – inhibitors of Mint1-CaV2.2 protein interaction, biochemical, HTRF (AID 2073). HTRF protein-protein interaction, Mint1-CaV2.2; higher % means a stronger effect. 290,000 compounds, 0.19% hits. one-dose inhibition, % at 20 µM; IC50 in µM for titrated hits; in the data active means inhibition mostly above about 51%, no sharp cut-off; inconclusive means no clear call, values can overlap the other calls; inactive means mostly below about 53%; further: some results filed as inactive read as strong as hits
Lipid droplet – modulators of hepatic lipid droplet formation; 240,000 compounds, 0.4% hits; AML12 mouse hepatocytes, oleate lipid droplets, BODIPY imaging; AID 1656; inhibition, % at 6.5 µM;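 active means lipid droplet intensity inhibited by at least 50%, with more than 500 cells counted; inconclusive means wells with under 300 cells, treated as cytotoxic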
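Assay system: AML12 mouse liver cells | Compound dosing: One dose, 6.5 µM compound | Read-out basis: Droplet intensity reduction, % inhibition | Measured by: Fluorescence imaging, 20x objective, two fields per well | Schedule: Overnight treatment with compound plus oleate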
P. falciparum M17LAP – P. falciparum M17LAP inhibitors, primary screen, biochemical, fluorogenic H-Leu-NHMec substrate, 1536-well (AID 1619). one-dose inhibition, % at 30 µM; IC50 in µM for titrated hits. recombinant M17LAP, H-Leu-NHMec fluorogenic kinetic assay; higher % means a stronger effect. 220,000 compounds, 0.38% hits;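 active means compound inhibiting the enzyme by more than half at any dose during confirmatory dose-response retesting; inconclusive means strong single-dose inhibitors picked by rank but not retested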;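 further: plate controls were full reaction with DMSO carrier for no effect and no enzyme background for full effect; strong numbers were not always called active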
M1AAP inhibition – P. falciparum M1AAP inhibitors, biochemical, fluorogenic H-Leu-NHMec substrate, 1536-well (AID 1445); inhibition, % at 30 µM; hits with a dose series show IC50 in µM; 220,000 compounds, 0.42% hits; recombinant M1AAP, H-Leu-NHMec fluorogenic kinetic assay; higher % means a stronger effect;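 active means primary inhibition above the hit cutoff, then over 50% inhibition at one or more dose response concentrations, cut at about 23% in these data, passing the limit was not always enough; inconclusive means conflicting primary data, or primary hits not chosen for dose response; inactive means low primary inhibition, or under 50% at every dose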;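 further: plate controls were DMSO full reaction for no effect and no enzyme background for full effect; strong numbers were not always called active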
NOD2 inhibition – NOD2 signaling inhibitors, cell-based, luminescence, uHTS, HEK293 (AID 1566); HEK293 NOD2/NF-kB luciferase reporter, luminescence; higher % means a stronger effect; inhibition, % at 4 µM; hits with a dose series show EC50 in µM; 290,000 compounds, 0.63% hits; further: many of its hits are not listed in these tables
CSM14.1 death rescue – protection against thapsigargin-triggered cell killing – 384-well, CSM14.1, ATP luminescence, primary screen (AID 1222); CSM14.1 thapsigargin-induced death rescue, ATP luminescence; higher % means a stronger effect; 190,000 tested, under 10 active; one-dose cellular ATP content (survival), % at 20 µM; EC50 in µM for titrated hits;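 active means EC50 below 50 µM in the dose-response confirmation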;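 further: death triggered by thapsigargin at about 15 µM added after 2 h compound pretreatment; cell ATP read after overnight thapsigargin exposure of roughly 18 to 22 hours; normalized against plate controls of thapsigargin alone and 5% DMSO vehicle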
Lipid droplet cells 6.5 µM – further read-out of Lipid droplet, marked with its call; cell count; measured here: cell count, cytotoxicity flag;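 cells counted across two imaged fields per well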
* marks the source's active call; other numbers are inactive results; i = inactive; u = inconclusive; x = no result given. Unless noted, no stated cut-off is given here; in the data, active means inhibition above about 50%; inactive means the rest. A portion of the library; count on the stated rates, not on these rows.

nr	canonical_smiles	LYP inhibition	XIAP antagonists	SIAH1 antagonists	AID2073	Lipid droplet	Lipid droplet cells 6.5 µM	P. falciparum M17LAP	M1AAP inhibition	NOD2 inhibition	CSM14.1 death rescue
1	CCN(CC)C(=O)CSc1nc(-c2ccco2)cc(C(F)(F)F)c1C#N	-7%	0.1%	3%	9%	-4	687	-10%	1%	16%	1.3%
2	CNC(=O)c1ccccc1Sc1ccccc1CO	-7%	x	4%	10%	-22	690	-3%	2%	6%	x
3	Cn1c2c(c3ccccc31)CCSC2=O	-6%	-2.7%	4%	8%	x	x	8%	23%	4%	-0.3%
4	COc1cc(OC)cc(C(=O)N2CCC(C(=O)c3ccc(F)cc3)CC2)c1	-4%	x	3%	-2%	6	823	x	x	-10%	x
5	COc1cc(CNc2ccc(N3CCN(C(C)=O)CC3)cc2)ccc1OCc1ccccc1	4%	-6.4%	-4%	-23%	0	707	x	x	-5%	4.3%
6	COc1cccc2sc(/N=C/N(C)C)nc12	-10%	x	-6%	-6%	-8	727	3%	4%	9%	x
7	COc1cccc(C(=O)COC(=O)c2ccc(NC(C)=O)cc2)c1	-5%	0.5%	-8%	4%	15	635	-2%	1%	-9%	-3.6%
8	Nc1ccc2oc(=O)c(-c3ccccc3)cc2c1	-4%	x	-4%	31%	x	x	x	x	-2%	x
9	C/C=C(\C)C(=O)N1CC2(CC(c3cccc(NC(=O)CCCCC)c3)=NO2)C[C@@H]1C(N)=O (stereo partly specified)	-4%	x	13%	8%	15	705	7%	-1%	16%	x
10	CCOC(=O)c1cc2sc(C)cc2n1CC(=O)Nc1ccc2c(c1)OCCO2	0%	-12%	4%	6%	2	773	19%	5%	-38%	-4.6%
11	CCc1ccc(C(=O)OCC(=O)NCC(F)(F)F)cc1	2%	-3.5%	2%	4%	-11	685	-6%	2%	-5%	0.2%
12	O=C(CC(=O)N/N=C\c1ccccc1[N+](=O)[O-])NCCc1ccccc1	0%	x	0%	-2%	0	797	x	x	8%	x
13	COc1ccc(CCCc2n[nH]c(=S)o2)c(C)c1	-9%	-14%	-9%	-2%	-14	707	x	x	7%	-1.8%
14	CS/C(N)=N/N=C/c1cc(Br)cc(Br)c1O	-4%	x	-2%	8%	-28	696	7%	9%	-2%	x
15	Cc1ccc(SCCNC(=O)/C=C/c2ccc([N+](=O)[O-])cc2)cc1	-4%	-1.5%	4%	-6%	12	657	-2%	10%	-7%	1.2%
16	c1coc(CNc2nc3ccccc3s2)c1	-6%	x	-3%	-8%	-6	827	x	x	-59%	x
17	O=c1ccc2ccc(Oc3ccc([N+](=O)[O-])cc3Cl)cc2o1	-9%	-2.7%	3%	10%	10	735	-5%	2%	6%	-5.4%
18	O=C1/C(=C\c2ccc(-c3ccccc3[N+](=O)[O-])o2)C(c2ccccc2)=NN1c1ccccc1	7%	-3.5%	14%	28%	-4	726	-6%	13%	7%	-1.8%
19	CC(=O)c1ccc(Nc2nc(=O)c3cccnc3s2)cc1	-3%	-2.7%	8%	-5%	77*	749*	-3%	6%	-53%	2.2%
20	COc1cc([N+](=O)[O-])ccc1NC(=S)NNC(=O)c1ccc2c(c1)OCO2	-3%	x	-8%	-22%	3	654	x	x	50%	x
21	CCn1c(C)nc2cc(S(=O)(=O)C(F)(F)F)ccc21	0%	1.5%	17%	-3%	-2	692	14%	0%	6%	-1.3%
22	CN1CCN(NC(=O)Nc2ccc(F)cc2)CC1	-5%	x	0%	0%	3	840	x	x	10%	x
23	CC(=O)c1ccc(N(C(=O)c2csnn2)C(C(=O)NC(C)(C)C)c2cccs2)cc1 (stereo unspecified)	-4%	-5.3%	-4%	-9%	0	684	5%	4%	-12%	-0.8%
24	Cc1ccc(C2/C(=C(/O)c3ccc(Br)cc3)C(=O)C(=O)N2Cc2ccco2)o1 (stereo unspecified)	-5%	0.0%	-2%	20%	x	x	66µM*	16%	-11%	-0.1%
25	CN(C)CCN1C(=O)C(=O)/C(=C(/O)c2ccccc2)C1c1ccccc1F (stereo unspecified)	-6%	-5.9%	0%	3%	x	x	17%	8%	15%	-1.4%
26	CCOC(=O)c1c(N)nn(C(=O)CC)c1-c1ccccc1	-3%	-2.8%	2%	8%	9	735	8%	0%	10%	0.9%
27	CC12CC3CC(C)(C1)CC(C(=O)NCc1cccnc1)(C3)C2	-4%	x	0%	0%	2	816	x	x	14%	x
28	CCCC(=O)NC(c1ccc(N(C)C)cc1)c1ccc2cccnc2c1O (stereo unspecified)	-10%	x	-5%	2%	-33	625	x	x	38%	x
29	COc1ccc(CN2CCNC(=O)C2CC(=O)N2CCCO2)c(OC)c1 (stereo unspecified)	-6%	-3.9%	3%	2%	-5	727	0%	1%	10%	-1.2%
30	Cc1ccc(NC(=O)/C=C/C(=O)O)c(NC(=O)c2ccccc2)c1	-2%	x	1%	4%	1	824	x	x	4%	x
31	CCCCCN1CC(O)=C(c2nc(-c3ccc(Cl)cc3)cs2)C1=N	-7%	-5.8%	4%	-4%	x	x	3%	4%	-7%	-0.2%
32	COc1cccc(C(=O)Nc2ccc(NC(=O)c3ccco3)c(Cl)c2)c1	-5%	-8.8%	15%	5%	-2	780	0%	1%	-10%	-2.2%
33	O=C(O)CCCCn1c(SCc2ccccc2Cl)nc2ccsc2c1=O	2%	-5.5%	1%	21%	12	698	8%	20%	14%	-1.4%
34	COc1ccc(N2C(=O)NC(NS(=O)(=O)c3ccc(NC(C)=O)cc3)(C(F)(F)F)C2=O)cc1 (stereo unspecified)	-4%	x	0%	1%	-2	862	x	x	-1%	x
35	N#Cc1ccc(COC(=O)C2CCC(=O)N2)cc1 (stereo unspecified)	-7%	-2.5%	0%	5%	20	818	3%	1%	14%	0.1%
36	CCSc1oc(-c2cccs2)nc1S(=O)(=O)c1ccccc1	0%	-3.9%	0%	6%	-27	753	0%	2%	20%	-1.7%
37	CCOC(=O)C1CN(S(=O)(=O)c2cc(OC)ccc2OC)C1	-6%	x	-2%	-7%	-4	734	x	x	2%	x
38	CN(CC(=O)Nc1ccc(Cl)c(C(F)(F)F)c1)C(=O)/C=C/c1ccco1	-3%	0.3%	3%	-3%	-1	606	-14%	5%	10%	-3.0%
39	COc1cccc(N2CCN(C(=O)C3CCCN(S(=O)(=O)c4ccc5c(c4)oc(=O)n5C)C3)CC2)c1 (stereo unspecified)	-8%	x	13%	-3%	-7	717	x	x	32%	x
40	COc1ccccc1NC(=O)C(C)OC(=O)CCC1CCCCC1 (stereo unspecified)	-4%	x	2%	9%	2	850	x	x	0%	x
41	Cc1nc2ccc(NC(=O)c3ccc([N+](=O)[O-])cc3)cc2s1	-7%	-4.1%	2%	3%	0	582	6%	-2%	-27%	-1.1%
42	CCOC(=O)N1CCN(C(=O)COc2ccccc2OC)CC1	-9%	-2.1%	4%	-7%	x	x	-3%	-3%	12%	3.0%
43	CCCOc1ccc2c(C)c(CC(=O)OC)c(=O)oc2c1	-23%	-4.1%	-1%	10%	5	748	-107%	18%	-6%	-1.3%
44	CCN(CC)c1ccc(/C=N/NC(=O)C(O)c2ccccc2)cc1 (stereo unspecified)	-9%	3.0%	-2%	-7%	2	703	x	x	13%	0.1%
45	CCN(CC)CC(=O)c1c[nH]c2ccc(C)cc12	-5%	-2.8%	1%	-7%	x	x	4%	5%	3%	-1.1%
46	Cc1cccc(N/N=C2/COC(C)(C)CC2=O)c1	-5%	-4.1%	1%	4%	1	427	20%	1%	-122%	-3.2%
47	N#CC1C(=O)NC(N2CCN(c3ccccc3)CC2)=NC12CCCCC2 (stereo unspecified)	-6%	-3.1%	2%	-6%	x	x	1%	2%	-5%	1.3%
48	COCCCNc1c2c3c(cccc3[nH]c1=O)C(=O)c1ccccc1-2	2%	82%	i	22%	x	x	14%	3%	-3%	-1.4%
49	NC(=O)c1ccccc1NC(=S)NC(=O)c1ccc(Br)o1	3%	-3.5%	-5%	-11%	-27	645	6%	5%	-15%	-7.5%
50	CCCn1c(SCC(=O)N2CCCCC2)nnc1-c1ccccn1	4%	-4.4%	2%	4%	13	708	12%	3%	6%	-1.2%
51	CCN1Cc2c(/C=C/c3ccccc3)nc3ccc(OC)cc3c2N(c2cccc(Cl)c2)C1	4%	x	3%	u	-34	448	-2%	11%	-94%	x
52	Cc1ccc2nc(-c3ccc(NC(=O)Cc4cccs4)cc3)[nH]c2c1	-9%	-3.5%	3%	15%	x	x	11%	0%	-156%	-1.2%
53	O=C(CN1CCN(CCC(=O)Nc2ccccc2F)CC1)Nc1ccc(Cl)cc1	-9%	-12%	5%	1%	x	x	5%	13%	x	-1.6%
54	Cc1cc(C)c(NC(=O)Cn2cnc3c(oc4ccccc43)c2=O)c(C)c1	-15%	-7.5%	8%	17%	3	731	14%	0%	4%	-7.7%
55	O=C(Cc1nc2ccccc2[nH]1)c1cccc([N+](=O)[O-])c1	4%	x	-1%	-24%	-19	716	2%	4%	-14%	x
56	CCOc1cc(/C=C2/N=C(C)C(C(=O)OC)=C2O)ccc1O	0%	-0.5%	0%	-7%	-5	709	39%	18%	15%	0.1%
57	CCC(C)[C@H]1COCCS(=O)(=O)N1Cc1ccc(Cl)cc1Cl (stereo partly specified)	-8%	x	-3%	-5%	-24	726	x	x	-14%	x
58	CC(C)CC(NC(=O)C(NC(=O)OC(C)(C)C)C(C)C)C(=O)NC(CCC(=O)OCc1ccccc1)C(N)=O (stereo unspecified)	0%	-9.4%	-3%	6%	6	704	-2%	3%	11%	-0.1%
59	CCc1ccc(C(=O)N/N=C/c2ccc(Cl)cc2Cl)nc1	3%	0.7%	3%	2%	-36	607	-15%	9%	-2%	2.3%
60	NC(=S)N/N=C/c1cn(-c2ccccc2)nc1-c1cccnc1	-4%	x	-1%	-16%	-15	649	0%	3%	6%	x
61	CCCCCn1c(NC2CCCCC2)nc2c1c(=O)[nH]c(=O)n2C	-4%	x	3%	36%	-16	650	1%	9%	-6%	x
62	CC1=NN(c2ccc(N)cc2)C(=O)C1	-2%	-3.2%	5%	5%	13	798	12%	7%	-3%	0.1%

Looked up above:
AID2073 result of CCCC(=O)NC(c1ccc(N(C)C)cc1)c1ccc2cccnc2c1O (stereo unspecified) reads 2%
CSM14.1 death rescue result of CCN(CC)C(=O)CSc1nc(-c2ccco2)cc(C(F)(F)F)c1C#N reads 1.3%
